HCMV antiviral: blocks human cytomegalovirus replication. HFF cells, HCMV-luciferase reporter, 72 h; stronger effect = lower value. activity change, negative = inhibition, % at 57.5 µM. 4.5% of 410,000 active. AID 1259415; in the data active = activity change below about -60%; inconclusive = no clear call, values can overlap the other calls; inactive = above about -39%; note: % is set by controls: 0 for no effect and ±100 for the full control effect
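Two compound doses tested in HFFs infected with HCMV-luciferase, MOI 1 PFU/cell, 72 h at 37C. Lysate luminescence read with OneGlo; data normalized against buffer-only and 10uM Salinomycin inhibitor controls.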
AmpC no deterg: AmpC beta-lactamase inhibition without detergent | AID 485341 | 0.52% of 330,000 active | Potency, µM (top dose mostly 57.1 µM), for the others: top-dose activity change, negative = inhibition, most hits filed as inhibitors | AmpC nitrocefin hydrolysis, absorbance 480 nm, 0.0001% Triton | P00811;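 note: potency is the fitted concentration of half-maximal effect; plate controls were no compound for no effect and no enzyme for full effect; nearly all actives have a fitted effect of over 20% in size; some results filed as inactive show a strong effect at the top dose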
Target sequence (P00811 whole entry, looked up): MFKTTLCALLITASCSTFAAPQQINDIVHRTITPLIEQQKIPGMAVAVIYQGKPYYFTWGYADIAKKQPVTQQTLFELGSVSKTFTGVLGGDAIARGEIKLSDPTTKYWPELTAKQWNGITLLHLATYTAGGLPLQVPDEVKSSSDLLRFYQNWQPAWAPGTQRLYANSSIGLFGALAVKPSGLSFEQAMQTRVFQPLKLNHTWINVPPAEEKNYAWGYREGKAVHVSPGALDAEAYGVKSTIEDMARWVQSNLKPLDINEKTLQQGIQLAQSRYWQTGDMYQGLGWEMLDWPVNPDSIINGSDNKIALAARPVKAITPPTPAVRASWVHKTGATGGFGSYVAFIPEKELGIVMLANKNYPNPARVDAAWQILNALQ
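AmpC (5.3 nM in the dispensed reagent) in 20 mM phosphate pH 7.0 with 0.01% (detergent screen) or 0.0001% Triton X-100 was preincubated with compounds for 15 min at room temperature. Nitrocefin was then added from an 800 uM solution, and hydrolysis was followed at 480 nm.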
Cycloheximide cs: affects cycloheximide protein synthesis inhibition readout, counter-screen. cell reporter, cycloheximide protein synthesis inhibition counterscreen. max response, %. 12% of 300,000 active; in the data active = max response mostly above about 13%, no sharp cut-off; inactive = mostly below about 14%; note: read at 38.3 µM for the half of the compounds with a filed dose; 0% is about no effect
Shiga toxin inh: inhibitors of Shiga toxin in Vero cells; Vero cells, Shiga toxin protein synthesis inhibition reporter; inhibition, % at 38.7 µM; 9.2% of 290,000 active; in the data active = inhibition mostly above about 28%, no sharp cut-off; inactive = mostly below about 43%; note: 0% is about no effect
FBPA Giardia inh: Giardia lamblia aldolase inhibition; A8B2U2; purified Giardia FBPA; Potency, µM (series often up to 59.6 µM), for inactives: at the top dose activity, negative = inhibition, most hits filed as inhibitors; AID 2451; 0.71% of 290,000 active; note: potency is the fitted concentration of half-maximal effect; % is set by controls: 0 for no effect and ±100 for the full control effect; nearly all actives have a fitted effect of over 55% in size
Target sequence (A8B2U2 whole entry, looked up): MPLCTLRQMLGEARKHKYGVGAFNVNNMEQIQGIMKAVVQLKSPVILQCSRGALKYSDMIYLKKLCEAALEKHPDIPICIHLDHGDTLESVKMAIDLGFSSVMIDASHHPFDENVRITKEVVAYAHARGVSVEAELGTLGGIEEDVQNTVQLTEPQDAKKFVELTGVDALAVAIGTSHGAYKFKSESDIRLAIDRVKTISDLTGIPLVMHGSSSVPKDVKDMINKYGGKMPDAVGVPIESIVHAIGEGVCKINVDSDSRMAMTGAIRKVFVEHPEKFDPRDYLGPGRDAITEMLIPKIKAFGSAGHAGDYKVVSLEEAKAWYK
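Giardia FBPA (40 nM reagent) was preincubated 10 min at RT with compound (up to 57.5 uM final), then substrate plus GAPDH/TPI/NAD/arsenate coupling system with diaphorase/resazurin was added; resorufin fluorescence (525/598 nm) was read after 20 min.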
AmpC detergent: AmpC beta-lactamase inhibition with detergent present | P00811 | AmpC hydrolysis of nitrocefin, absorbance 480 nm, 0.01% Triton | Potency, µM (highest dose often 114 µM), inactives show top-dose activity change, negative = inhibition, hits mostly inhibitors | 0.041% of 370,000 active | AID 485294;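 note: potency is the fitted concentration of half-maximal effect; 0% = no-compound wells and -100% = no-enzyme wells; nearly all actives have a fitted effect of over 25% in size; some results filed as inactive show a strong effect at the top dose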
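20 mM phosphate pH 7.0 + 0.01% (detergent screen) or 0.0001% Triton X-100; 5.3 nM AmpC reagent; cpd preinc 15 min RT; nitrocefin (800 uM stock) to start; A480 q20 s × 4 min; Activity was normalised to no-enzyme and no-compound control wells.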
AMA1-RON2 inh: AMA1-RON2 (P. falciparum) interaction inhibition. AlphaScreen AMA1-biotinylated RON2 peptide binding. Potency, µM (titrated, usually from 58.2 µM), for inactives: at the highest dose activity change, negative = inhibition, most hits filed as inhibitors. 0.2% of 360,000 active;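 note: potency is the fitted concentration of half-maximal effect; 0% = vehicle wells and -100% = peptide control; nearly all actives have a fitted effect of over 45% in size; some results filed as inactive show a strong effect at the top dose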
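AMA1 (3D7) with his tag at 25 nM final met compounds first, then biotinylated RON2 peptide at 25 nM; detection used donor plus acceptor beads, 10 µg/mL apiece, read by AlphaScreen after 30 min at room temperature.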
* marks the source's active call; other numbers are inactive results; ? = inconclusive; nt = not tested or not shown; & = joins results of further samples; [ ] = another dose, or the depositor's remark. Unless noted, calls come from the whole dose curve; as a rule, active = well fitted curve in the direction sought with a large enough effect; inconclusive = small, poorly fitted or top-dose-only effect, or another doubt; inactive = no such curve, though single readings can be large; an effect the other way counts as inactive or inconclusive.

No.	Compound	AmpC no deterg	AmpC detergent	Cycloheximide cs	AMA1-RON2 inh	Shiga toxin inh	FBPA Giardia inh	HCMV antiviral
1	CCCn1c(N2CCC(Cc3ccccc3)CC2)nc2c1c(=O)[nH]c(=O)n2C	59%	?	-6	-11%	-27	-3%	-25
2	Cc1ccc(C(=O)NCCc2nnc3ccc(SCC(=O)N4CCCC4)nn23)cc1	83%[activator]	-10%	42*	4%	53*	nt	44
3	CCN(CC)S(=O)(=O)c1ccc(C(=O)/C=C/c2ccc(-c3ccc([N+](=O)[O-])cc3)o2)cc1	-33%	-1%	-3	-4%	1	0%	6
4	CC(C)CNC(=O)C1CCN(S(=O)(=O)c2ccc3c(c2)OCCO3)CC1	-14%	?	nt	-5%	nt	nt	9
5	CCc1ccccc1NC(=O)CNC(=O)CCNC(=O)Nc1ccccc1	-7%	?	nt	-7%	nt	nt	-34
6	O=C(N/N=C\C=C\c1ccco1)c1cncc(Br)c1	-60%	-2%	-3	89%[activator]	-24	?	8
7	O=C1NCCCCC1NS(=O)(=O)c1ccccc1 (stereo unspecified)	-9%	0%	0	-3%	-1	5%	33
8	N/C(=N\N=C\c1ccco1)SC1CC(=O)N(c2ccccc2)C1=O (stereo unspecified)	-30%	-15%	8	73%[activator]	28	1%	-20
9	COC(=O)c1sc(S(=O)(=O)NCc2ccccc2)c(C(=O)OC)c1C	nt	-7%	-1	-14%	23	14%	6
10	CCN(C(=O)COC(=O)COc1ccc2c(c1)CCC2)c1c(N)n(Cc2ccccc2)c(=O)[nH]c1=O	64%[activator]	?	nt	-7%	nt	nt	-16
11	O=C(NCCCn1ccnc1)C1c2ccccc2Oc2ccccc21	12%	-12%	-5	-8%	-5	1%	-18
12	COC(=O)C1=C(c2ccc(OC(F)(F)F)cc2)C[C@@H]2CC[C@H]1N2C(=O)N1CCOCC1	153%[activator]	-3%	nt	0%	nt	nt	-22
13	Cc1cc(C)c2c(N)c(C(=O)NCC3CCCCC3)sc2n1	-1%	-8%	35*	6%	130*	-4%	12
14	COc1ccc(CCNS(=O)(=O)c2ccc(-c3ccc(=O)[nH]n3)o2)cc1OC	-23%	-7%	-5	5%	-2	2%	22
15	CCn1ccc(C(=O)Nc2cccc(Cl)c2)n1	-13%	-4%	36*	-7%	106*	-2%	21
16	CCOc1ccc(N2C(=O)CC(SCc3nc4ccccc4[nH]3)C2=O)cc1 (stereo unspecified)	-29%	-3%	8	49%[activator]	10	-17%	10
17	Cc1ccc(-c2cc(N)nc(-c3ccccc3)c2)cc1	-37%	-5%	28*	-23%	60*	0%	32
18	CCOc1ccc2nc(NC(=O)C3CCN(c4cnccn4)CC3)sc2c1	44%	-11%	-3	-16%	48	-4%	-39
19	O=C(c1cc2cc(Cl)ccc2oc1=O)N1CCOCC1	-1%	?	-3	-7%	-2	6%	-14
20	Cc1cc(=O)[nH]c(/N=C(\N)Nc2cccc3ccccc23)n1	-7%	-7%	-1	-11%	-2	0%	4
21	Cc1cc(C)c(OCC(=O)NCC(c2ccco2)N2CCCCC2)c(C)c1 (stereo unspecified)	72%[activator]	1%	nt	-8%	nt	nt	?
22	CCCCN(C)CC(O)Cn1cc(/C=C/C(=O)c2cccs2)c2ccccc21 (stereo unspecified)	212%[activator]	4%	-4	-12%	8	-7%	nt
23	CC(C)COc1ccc(C(=O)N(Cc2ccco2)C2CCS(=O)(=O)C2)cc1 (stereo unspecified)	59%	-9%	-2	-11%	-9	0%	1
24	Brc1cccc(-c2nnc3sc(CNC4CCCC4)cn23)c1	-11%	?	-5	12%	-3	0%	28
25	CC1C(=O)CC(c2ccco2)NC1c1ccco1 (stereo unspecified)	5%	4%	8	nt	13	-14%	nt
26	Cc1ccc(C)c(N(C(=O)c2snc(C(N)=O)c2N)C(C(=O)NCC2CCCO2)c2ccc(C)o2)c1 (stereo unspecified)	111%[activator]	-12%	2	14%	-6	-9%	-7
27	COc1ccccc1-c1n[nH]c(=S)o1	-22%	?	-1	-9%	15	?	9
28	CCOc1ccc(/C=N/NC(=O)C2(O)c3ccccc3-c3ccccc32)cc1	-10%	?	-7	18%	-11	12%	30
29	O=S(=O)(c1ccc(SCc2ccc(Cl)cc2)nc1)N1CCCC1	-19%	-3%	nt	42%[activator]	nt	nt	-18
30	O=C(COC(=O)C1CCC1)NCc1ccccc1	-13%	-5%	nt	11%	nt	nt	6
31	Cc1cc(-c2nnc3n2N=C(c2ccc(-c4ccccc4)cc2)CS3)n[nH]1	12%	-1%	6	-7%	5	0%	77
32	CCCN(CCC)C(=O)c1ccc2nc(-c3ccc(OC)c(OC)c3)c(-c3ccc(OC)c(OC)c3)nc2c1	181%[activator]	-12%	-6	29%	-11	-1%	102
33	Cc1ccc(CNC(=O)c2ccc3c(=O)c(O)c(-c4ccc(C)cc4)[nH]c3c2)cc1	-42%	0%	-5	21%	-6	0%	-30
34	Cc1ccc(C(=O)O/N=C(\N)c2cccc([N+](=O)[O-])c2)cc1	-23%	-10%	39*	-9%	69*	-9%	33
35	COC(=O)c1c(CSc2cccc(C)c2)noc1C(=O)NCc1ccco1	-2%	4%	21*	-9%	23	10%	1
36	CC(C)c1nnc(NC(=O)C2c3ccccc3Oc3ccccc32)s1	-27%	?	-3	-3%	-25	8%	0
37	Cc1ccc(NC(=O)COC(=O)Cc2ccccc2)cc1S(=O)(=O)N1CCOCC1	-8%	nt	nt	2%	nt	nt	71
38	CCN1CCN(CCCOc2ccc(Cl)cc2Br)CC1	79%[activator]	-1%	2	?	-3	?	-9
39	O=C(OCC(=O)N1CCCCC1)c1cc(NS(=O)(=O)c2ccc(Cl)c([N+](=O)[O-])c2)ccc1O	-40%	-12%	5	0%	6	-4%	-34
40	COC(=O)Nc1ccc(S(=O)(=O)N2c3ccccc3CCC2C)cc1 (stereo unspecified)	-38%	-13%	-4	5%	-4	-12%	5
41	CCCCc1nnc(NC(=O)CSCc2cc(=O)n3cc(C)sc3n2)s1	-20%	3%	-2	-10%	4	4µM*	-38
42	O=C(CSc1nnnn1-c1ccccc1)N1CCCc2ccccc21	-16%	-11%	5	16%	4	5%	-19
43	O=C(CSc1nnc(-c2ccncc2)n1Cc1ccco1)Nc1nc(-c2ccccc2)cs1	-12%	-10%	-4	13%	3	8%	-5
44	COc1ccc(/C(C)=N/NC(=O)c2ccc3nc[nH]c3c2)cc1	-20%	4%	-3	31%[activator]	-12	nt	-36
45	COc1ccc(C(CCNCc2ccc(OC(C)C)cc2)C(C)C)cc1 (stereo unspecified)	10%	8%	-4	-12%	-9	2%	-79*
46	COc1ccc(C2=NN(S(=O)(=O)c3ccccc3)C(c3ccccc3)C2)cc1 (stereo unspecified)	-31%	0%	3	-5%	34	1%	-20
47	O=C(Nc1ccc(Cl)cc1)C1CC(=O)n2c(nc3ccccc32)N1 (stereo unspecified)	-24%	1%	-3	8%	-14	3%	nt
48	CCOC(=O)c1c(C2COc3ccccc3O2)csc1NC(=O)c1ccco1 (stereo unspecified)	-6%	0%	-1	-6%	26*	-5%	0
49	COc1cccc(/C=C2\SC(=O)N(CCC(=O)N3CCC(C(=O)O)CC3)C2=O)c1	-24%	-8%	-7	-6%	-6	nt	-14
50	CC(Sc1ccsc1[N+](=O)[O-])C(=O)N1CCN(c2ccccn2)CC1 (stereo unspecified)	-21%	-14%	20	-3%	24	-3%	-25

The results go on:
No.	Compound	AmpC no deterg	AmpC detergent	Cycloheximide cs	AMA1-RON2 inh	Shiga toxin inh	FBPA Giardia inh	HCMV antiviral
51	O=C(CCS(=O)(=O)Cc1ccccc1)N1CCN(c2ccccc2)CC1	47%	1%	4	-5%	7	12%	4
52	COc1ccc(CCNS(=O)(=O)c2cccc3cccnc23)cc1OC	-3%	1%	-2	-1%	18	-3%	-25
53	CCOc1ccc(-n2cc(-c3ccccc3)c3c(SC(C)C(=O)OC)ncnc32)cc1 (stereo unspecified)	-1%	-2%	-2	-9%	-6	0%	-10
54	Cc1ccc(C)c(C(=O)Nc2ccncc2)c1	-12%	?	0	5%	nt	12%	-12
55	CN(C(=O)Cn1cnc2ccccc2c1=O)C1CCS(=O)(=O)C1 (stereo unspecified)	3%	?	nt	-4%	nt	nt	-19
56	CCCCCCCCCCCCC(=O)CCCCC(=O)O	15%	-2%	-3	-1%	-2	24%	-14
57	C[C@H]1OC[C@@H](C[N+](C)(C)C)O1	-23%	-2%	-1	1%	-5	1%&0%	29

Results in AmpC detergent, Cycloheximide cs and Shiga toxin inh, for some of the entries so far:
cpd	compound	AmpC detergent	Cycloheximide cs	Shiga toxin inh
53	CCOc1ccc(-n2cc(-c3ccccc3)c3c(SC(C)C(=O)OC)ncnc32)cc1 (stereo unspecified)	-2%	-2	-6
57	C[C@H]1OC[C@@H](C[N+](C)(C)C)O1	-2%	-1	-5
55	CN(C(=O)Cn1cnc2ccccc2c1=O)C1CCS(=O)(=O)C1 (stereo unspecified)	?	nt	nt

Some of the entries so far, screen by screen.
(12) COC(=O)C1=C(c2ccc(OC(F)(F)F)cc2)C[C@@H]2CC[C@H]1N2C(=O)N1CCOCC1
(5) CCc1ccccc1NC(=O)CNC(=O)CCNC(=O)Nc1ccccc1
(20) Cc1cc(=O)[nH]c(/N=C(\N)Nc2cccc3ccccc23)n1
(6) O=C(N/N=C\C=C\c1ccco1)c1cncc(Br)c1
(23) CC(C)COc1ccc(C(=O)N(Cc2ccco2)C2CCS(=O)(=O)C2)cc1 (stereo unspecified)

assay / entry | 12 | 5 | 20 | 6 | 23
AmpC no deterg | 153%[activator] | -7% | -7% | -60% | 59%
AmpC detergent | -3% | ? | -7% | -2% | -9%
Cycloheximide cs | nt | nt | -1 | -3 | -2
AMA1-RON2 inh | 0% | -7% | -11% | 89%[activator] | -11%
Shiga toxin inh | nt | nt | -2 | -24 | -9
FBPA Giardia inh | nt | nt | 0% | ? | 0%
HCMV antiviral | -22 | -34 | 4 | 8 | 1

Source: PubChem BioAssay (National Center for Advancing Translational Sciences (NCATS))
